From PubChem
mcGAS MS inh – mouse cGAS inhibition by mass spec. recombinant mouse cGAS, cGAMP by RapidFire MS. actives 0.18% (n = 130,000). Q8C6L5. inhibition, % at 12.5 µM;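 active = inhibition of cGAS enzyme activity at or above 60%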;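 note: enzyme stimulated by 45 bp dsDNA with ATP and GTP substrates; cGAMP share of summed cGAMP plus half ATP and half GTP signals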
Target sequence (Q8C6L5 whole entry, looked up): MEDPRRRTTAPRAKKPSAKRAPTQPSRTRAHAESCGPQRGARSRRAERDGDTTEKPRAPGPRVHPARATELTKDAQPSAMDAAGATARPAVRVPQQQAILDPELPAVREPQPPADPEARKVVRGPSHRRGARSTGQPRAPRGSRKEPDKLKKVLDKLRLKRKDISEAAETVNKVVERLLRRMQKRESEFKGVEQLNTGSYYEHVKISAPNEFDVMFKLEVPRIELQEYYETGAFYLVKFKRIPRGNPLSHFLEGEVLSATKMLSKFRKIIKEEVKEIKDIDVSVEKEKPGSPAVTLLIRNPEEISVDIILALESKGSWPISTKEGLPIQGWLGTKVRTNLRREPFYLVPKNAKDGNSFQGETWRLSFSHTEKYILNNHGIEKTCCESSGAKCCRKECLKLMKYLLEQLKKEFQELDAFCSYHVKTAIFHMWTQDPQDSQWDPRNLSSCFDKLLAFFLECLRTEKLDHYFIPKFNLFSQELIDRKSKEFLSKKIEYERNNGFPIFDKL
* = called active by the depositor; & = joins results of further samples. This is a subset; the hit share may differ from the screen's.

entry | Compound | mcGAS MS inh
1 | N#Cc1ccc(CSc2ncc(C#N)c(N)n2)cc1 | -9
2 | Nc1ccc2[nH]c3ccccc3c2c1 | -6
3 | Cc1onc(-c2ccccc2)c1C(=O)NCC1CCCO1 (stereo unspecified) | -5
4 | COc1cc(OC)cc(C(=O)N(C2CCCC2)C2CCS(=O)(=O)C2)c1 (stereo unspecified) | -4
5 | Cc1ccc(S(=O)(=O)Nc2ccc(NC(=O)C3CC(=O)N(Cc4cccs4)C3)cc2)cc1 (stereo unspecified) | 9
6 | O=C(NCCc1cccs1)C1=Cc2cc(Br)ccc2OC1 | -8
7 | COc1nc(OC)nc(-c2ccc(OC)c(OC)c2OC)n1 | -25
8 | CCCCc1nc2cc(C(=O)N3CCN(c4nc(C)cnc4C)CC3)ccc2o1 | 2
9 | c1ccc(CNCc2cn3c(-c4ccccc4)nnc3s2)cc1 | -10
10 | COc1ccccc1N=c1oc2ccc3ccccc3c2cc1-c1nc2ccccc2[nH]1 | 9
11 | O=C(c1ccc(=O)[nH]n1)N1CCC(C2CCN(Cc3cccc(F)c3F)CC2)C1 (stereo unspecified) | -5
12 | Cc1cccc(N2CCN(Cn3nc(-c4ccc(F)cc4)oc3=O)CC2)c1 | -2
13 | O=c1c2cc(NCc3c(F)cccc3Cl)ccc2nc2n1CCC2 | -4
14 | C=CCNC(=O)c1ccc(NC(=O)NCc2ccccn2)cc1 | -2
15 | COC(=O)CN1C(=O)[C@H](CC(C)C)NC12CCN(C(=O)C1CCc3ccccc3C1)CC2 (stereo partly specified) | -1
16 | CSc1nc2nc(C)c(CCC(=O)NC(C)c3ccc(F)c(F)c3)c(C)n2n1 (stereo unspecified) | 2
17 | Cc1c(C(=O)O)[nH]c2c1C(=O)CC(C)(C)C2 | -5
18 | CC(Nc1nc2ccccc2s1)C(=O)N1CCSCC1 (stereo unspecified) | -11&15
19 | O=[N+]([O-])c1nn(-c2ccccc2)n(O)c1=Nc1ccccc1OC(F)F | -14
20 | CC(C)c1cc(C(=O)NCC2(c3ccc(F)cc3)CCOC2)n(C)n1 (stereo unspecified) | -10
21 | COCC(=O)Nc1ccc(-c2nc3cc(F)ccc3n2C)cc1C | 8
22 | CCOC(=O)C1CCCN(Cc2cn(C)nc2-c2cccc(Cl)c2)C1 (stereo unspecified) | -3
23 | CC(SC1Cc2cc(Cl)ccc2Sc2ccccc21)C(N)=O (stereo unspecified) | -25
24 | COCCOC(=O)C1=C(C)NC(=O)NC1c1ccc(O)cc1 (stereo unspecified) | 5
25 | O=C1c2cccc3c(N4CCCCC4)ccc(c23)C(=O)N1CCOC(=O)C12CC3CC(CC(C3)C1)C2 | -8
26 | COCCCN1CC23C=CC(O2)C(C(=O)O)C3C1=O (stereo unspecified) | -4
27 | CNC(=O)c1cccnc1N1CCCC(COc2ccccc2)C1 (stereo unspecified) | -2
28 | N#Cc1c(N)cc(N)nc1SCc1ccc(Cl)c(Cl)c1 | -4
29 | CSc1ccc(C2N=C(N)Nc3nc4ccccc4n32)cc1 (stereo unspecified) | 6
30 | CN(C)CC(C)(C)CNCC(=O)NC1CCCCCCC1 | -6
31 | COc1ccc(-c2nn(-c3ccccc3C)cc2CN(C)Cc2nc(C)cs2)cc1F | -1
32 | O=C(O)CCCCCn1c(=O)[nH]c2ccsc2c1=O | 9
33 | O=C1NCC2(CCCN(C(=O)c3csc(-c4cccs4)n3)C2)O1 (stereo unspecified) | -4
34 | CNc1ccc2cccc(Oc3ccc4cccc(O)c4n3)c2n1 | -14
35 | CCOC(=O)N1CCC(NC2CCCN(c3nc4ccccc4s3)C2)CC1 (stereo unspecified) | -4
36 | COCCn1c(=O)c2c(nc3n(-c4cc(OC)ccc4OC)c(C)cn23)n(C)c1=O | -6
37 | Cc1ccc(Oc2cc(N3CCNCC3)ncn2)cc1 | -4
38 | CC(=O)c1ccc2c(c1)N(Cc1ccc(F)c(Cl)c1)C(=O)C(C)S2 (stereo unspecified) | 3
39 | CCCCOC(=O)CCc1c(C)n[nH]c1C | -17
40 | CC(C(N)=O)N1CCC=C(CN(C)C(=O)/C=C/c2ccccc2)C1 (stereo unspecified) | -13
41 | Cc1ccc(C)c(CSc2ncc(CO)n2CC(=O)NC2CC2)c1 | -5
42 | CCc1ccccc1OCCN(C)C(=O)[C@H](C)NC(C)=O | 9
43 | CN(CCc1ccncc1)CC(=O)Nc1ccc(Cl)c(Cl)c1 | -26
44 | Nc1cccc2cnn(C(=O)C3CCCCN3C(=O)c3ccco3)c12 (stereo unspecified) | 12
45 | Cc1ccc(-n2nnnc2SCc2ccccc2C#N)cc1 | -3
46 | O=C(NCc1ncn[nH]1)[C@@]12CNC[C@@H]1CN(Cc1ccccc1)C2 | 4
47 | CCOC(=O)NNC(=O)Cc1ccc(CC(C)C)cc1 | -9
48 | Cc1cc(C)cc(-n2nc3c(c2NC(=O)c2ccc(S(=O)(=O)N(C)C)cc2)CSC3)c1 | 3
49 | CC(C)Cn1c(SC2CCOC2=O)nnc1-c1ccccc1F (stereo unspecified) | -4
50 | Cc1nc(C)c2c(C)c(C(=O)Nc3ccc(N4CCN(C)CC4)cn3)sc2n1 | -6
51 | Cc1nc(N(C)CC(O)CN2CCN(C)CC2)nc(C)c1CC(C)C (stereo unspecified) | -3
52 | Cc1nc(C)n(CCCNC(=O)c2c3c(nn2C)CCCC3)n1 | -24
53 | Cc1cc(C)cc(OCC(=O)NNC(=O)c2c(C)cc(C)cc2C)c1 | -9
54 | Cc1ccc(OC(C)C(=O)NC(C)c2ccccc2)c(C)c1 (stereo unspecified) | -8
55 | Nc1ccc(S(=O)(=O)Nc2ccccn2)cc1 | -5&-4
56 | Cc1noc(C)c1C(=O)N1CCC1(C)C(=O)NS(=O)(=O)c1cccs1 (stereo unspecified) | -11
57 | O=C(CSc1ccc(NC(=O)c2ccccc2F)nn1)NCCc1ccccc1 | 2
58 | CS(=O)(=O)Nc1ccsc1C(=O)O | -13
59 | CCCCN(C)CC(=O)c1cc(C)n(C(C)C)c1C | -4
60 | Cc1nn(C)cc1-c1ccnc(NCc2cn[nH]c2-c2ccc(Cl)cc2)n1 | -12

Additional compounds:
entry | Compound | mcGAS MS inh
61 | O=C(NC12CC3CC(CC(C3)C1)C2)c1cncc(Br)c1 | -23
62 | COC(=O)[C@@H]1C[C@@H](N(C)C)CN1S(=O)(=O)c1ccccc1OC | -29
63 | Cc1cc(N2CCN(C(=O)CCn3c(=O)oc4cc(Cl)ccc43)CC2)nc(C(C)C)n1 | -16
64 | Cc1nc2nc[nH]n2c(=O)c1NS(C)(=O)=O | 15
65 | CC(NC(=O)c1ccc(Br)o1)C12CC3CC(CC(C3)C1)C2 (stereo unspecified) | -4
66 | Cn1ccnc1SCCNC(=O)c1cn(CC2CCCCC2)nn1 | -19
67 | O=C(C1CCCc2c1[nH]c1ccccc21)N1Cc2cnn(CCO)c2C1 (stereo unspecified) | -27
68 | CCCNC(=O)COc1ncnc2ccc(Br)cc12 | -13
69 | O=C(O)[C@@H]1CCCN1C(=O)c1ccco1 | -2
70 | O=C1COCc2cc(-c3ccccc3)ccc2N1CC1CC1 | -8
71 | Cc1cc(NC(=O)COC(=O)c2ccc3c(c2)OCCCO3)no1 | -2
72 | O=c1[nH]c(CSCc2ccc(F)cc2)nc2ccsc12 | 0
73 | O=c1c2ccccc2cnn1CN1CCN(S(=O)(=O)c2ccc(F)c(Cl)c2)CC1 | -9
74 | Cn1nnc2c(N3CCN(C(=O)C4CC(=O)N(c5cccc(F)c5)C4)CC3)ncnc21 (stereo unspecified) | -1
75 | CCCC(=O)C1=C(c2ccc(F)cc2)N(C(=O)CCC)n2c(C)nnc2S1 | -5
76 | CCOC(=O)C1(C/C=C/c2ccccc2)CCCN(C(=O)CCn2ccc(C)n2)C1 (stereo unspecified) | -6
77 | CC1CCCCC1NC(=O)c1ccc(OCC2CCCO2)cc1 (stereo unspecified) | -7
78 | Cc1nc(C(=O)NCCS(=O)(=O)N2CCCC2)cs1 | -23
79 | Cc1nc(CCN(C)C(=O)c2cc(COc3ccccc3F)[nH]n2)no1 | -20
80 | COC(=O)c1cc(C(=O)Nc2ccc(N3CCCC3=O)c(C)c2)cc([N+](=O)[O-])c1 | -3

Molecules shown so far that have a thiophene ring, fused or not (8):
entry | Compound | mcGAS MS inh
5 | Cc1ccc(S(=O)(=O)Nc2ccc(NC(=O)C3CC(=O)N(Cc4cccs4)C3)cc2)cc1 (stereo unspecified) | 9
6 | O=C(NCCc1cccs1)C1=Cc2cc(Br)ccc2OC1 | -8
32 | O=C(O)CCCCCn1c(=O)[nH]c2ccsc2c1=O | 9
33 | O=C1NCC2(CCCN(C(=O)c3csc(-c4cccs4)n3)C2)O1 (stereo unspecified) | -4
50 | Cc1nc(C)c2c(C)c(C(=O)Nc3ccc(N4CCN(C)CC4)cn3)sc2n1 | -6
56 | Cc1noc(C)c1C(=O)N1CCC1(C)C(=O)NS(=O)(=O)c1cccs1 (stereo unspecified) | -11
58 | CS(=O)(=O)Nc1ccsc1C(=O)O | -13
72 | O=c1[nH]c(CSCc2ccc(F)cc2)nc2ccsc12 | 0

2 records drawn at random from the list so far, as already listed:
entry | Compound | mcGAS MS inh
80 | COC(=O)c1cc(C(=O)Nc2ccc(N3CCCC3=O)c(C)c2)cc([N+](=O)[O-])c1 | -3
61 | O=C(NC12CC3CC(CC(C3)C1)C2)c1cncc(Br)c1 | -23

Additional records follow:
entry | Compound | mcGAS MS inh
81 | O=C(c1cc2ccccc2o1)N1CCCC(CNS(=O)(=O)c2cccs2)C1 (stereo unspecified) | 3
82 | CC(=O)Nc1ccc(=O)n(Cc2ccc(Cl)c(Cl)c2)c1 | -12
83 | CCC(C)NC(=O)C1=C(C)C(=O)OC12CCCCCC2 (stereo unspecified) | -7
84 | NS(=O)(=O)c1ccc(S(=O)(=O)NCCc2ccncc2)cc1 | 7
85 | Cc1ccc(NC(=O)Nc2c(O)c3ccccc3oc2=O)cc1C | -8
86 | CC(C)(C)c1ccccc1OCCNC(=O)C1CCN(C(N)=O)CC1 | -3
87 | NS(=O)(=O)c1ccc(CCn2ccnc2-c2ccc3occc3c2)cc1 | -17
88 | COC(=O)[C@@H]1N[C@H](c2cc(OC)ccc2-n2cccn2)[C@@H]2C(=O)N(C)C(=O)[C@@H]21 | 10
89 | Cc1cc2c(=O)n(Cc3ccco3)c(SCc3nc4ccccc4[nH]3)nc2s1 | -6
90 | CN(Cc1ccc(Oc2ccccc2)cc1)Cc1cc2n(n1)CCNC2 | -15
91 | CCN(CC)C(=O)c1ccc(NS(=O)(=O)c2cc3c(cc2Cl)NC(=O)C3)cc1 | 2
92 | COc1ccc(CCn2c(C(C)C)nc3oc4ccccc4c(=O)c3c2=O)cc1 | -10
93 | CCOC(=O)C1(C)CCCCCN1C(=O)c1cccc(Cl)c1 (stereo unspecified) | 1
94 | Cc1cc(=O)oc2cc(CN3CC[C@@H](c4ccc(F)cc4)[C@H](O)C3)ccc12 | -8
95 | CSC1(CNC(=O)N(C)C2CCc3ccccc3C2)CCOCC1 (stereo unspecified) | -13
96 | CCc1ccc(-c2nc(C)c(C(=O)OCC(=O)N3CCNC3=O)s2)cc1 | -31
97 | O=C(NCc1n[nH]c2c1CCCCC2)c1ccc(=O)[nH]c1 | -4
98 | CSc1ncc(CN2CCOC(Cc3cccc(C(F)(F)F)c3)C2)cn1 (stereo unspecified) | -2
99 | CCOc1cc(S(=O)(=O)N2CCN(CCO)CC2)ccc1F | -9
100 | CC(=O)N1CCN(Cc2nc3c(C)c(C)ccc3[nH]2)CC1 | -21
101 | O=C(Nc1cccc(C(F)(F)F)n1)C1=NOC(c2ccccc2)C1 (stereo unspecified) | -8
102 | O=C(CCn1ccnc1)OCc1ccc(Cl)cc1 | 1
103 | CC1(COc2ccccc2)NCCc2[nH]cnc21 (stereo unspecified) | -10
104 | NC(=O)NC(=O)CCN1c2ccccc2C[C@H]1C(N)=O | 6
105 | CCCc1[nH]ncc1C(=O)NCCCOC1CCCCC1 | -7
106 | OCc1cc(Cl)c2c(c1)OCO2 | 1
107 | COc1cc(C(=O)Nc2ccccc2C)cc(OC)c1OCC(N)=O | 1
108 | OCc1ccccc1-c1cnn(Cc2ccccc2)c1 | -30
109 | COc1ncccc1C(=O)N1CCCCC1C(C#N)c1ccccc1 (stereo unspecified) | 4
110 | COc1cc2c(cc1OC)n(Cc1ccccc1F)c(=O)n1nc(C)nc21 | 10
111 | OCc1cc(O)c2c(O)c3c(O)cccc3c(O[C@@H]3O[C@H](CO)[C@@H](O)[C@H](O)[C@H]3O)c2c1 | -10
112 | CCOC(=O)NC1CCCN(c2c(F)cc(C#N)cc2F)C1 (stereo unspecified) | -7
113 | Cc1ccccc1C(C)NC(=O)c1ccccc1S(C)(=O)=O (stereo unspecified) | -6
114 | Cc1ccsc1C(=O)NC(C)c1cnn(-c2ccccn2)c1C (stereo unspecified) | -6&0
115 | CC(C)NS(=O)(=O)c1ccc(C(=O)N2CCC(OCC3CCCC3)CC2)cc1 | -7
116 | COc1ccc(/C=C/C(=O)N2CCCC(Nc3cccc(F)c3)C2)cc1OC (stereo unspecified) | -8
117 | COc1ccccc1CN1C(=O)c2ccccc2NC12C(=O)N(C)c1ccccc12 (stereo unspecified) | -9
118 | COc1ccc2nc(CN3CCN(C(=O)C4(c5ccccc5)CCOCC4)CC3)[nH]c2c1 | -5
119 | O=C(CSc1nnc(-c2ccco2)n1-c1ccccc1)N1CCCC1 | -6
120 | c1ccc2c(c1)nc1c2ccc2[nH]onc21 | 10
121 | O=C(c1cccs1)N1CCC2(CC1)NC(Cc1ccccc1)C(=O)N2CCc1ccccn1 (stereo unspecified) | -11
122 | Cc1ccc(C2C(C(=O)c3cccs3)=C(O)C(=O)N2CCCN(C)C)o1 (stereo unspecified) | -16&-5
123 | CCn1ncnc1C(C)Nc1nc(-c2cccnc2)nc2c1CCNC2 (stereo unspecified) | -6
124 | CC(CNC(=O)c1cc(Cl)c(Cl)n1C)N1CCOCC1 (stereo unspecified) | -15
125 | Cc1nc(-c2ccc(CSc3ncn[nH]3)o2)n(-c2ccc(F)cc2)n1 | 7

Some of these compounds in order of the mcGAS MS inh value, smallest number first.
| entry | Compound | mcGAS MS inh |
| --- | --- | --- |
| 124 | CC(CNC(=O)c1cc(Cl)c(Cl)n1C)N1CCOCC1 (stereo unspecified) | -15 |
| 121 | O=C(c1cccs1)N1CCC2(CC1)NC(Cc1ccccc1)C(=O)N2CCc1ccccn1 (stereo unspecified) | -11 |
| 123 | CCn1ncnc1C(C)Nc1nc(-c2cccnc2)nc2c1CCNC2 (stereo unspecified) | -6 |
| 125 | Cc1nc(-c2ccc(CSc3ncn[nH]3)o2)n(-c2ccc(F)cc2)n1 | 7 |
